# TbHK1 inh: T. brucei hexokinase 1 inhibition | 0.11% of 220,000 active | recombinant TbHK1, G6PDH-coupled NADH A340 | inhibition, % at 10 µM;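 active = inhibition of 50% or more in the single-dose primary screen; inactive = inhibition below 50%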
# Rad51 HR inh: Rad51 (human) homologous recombination inhibition; hRad51 DNA strand exchange, fluorescence dequenching; inhibition, % at 10 µM; 0.085% of 200,000 active;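 active = inhibition above 40% at the single screening dose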;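 also: 0% = DMSO control wells and 100% = blanks with heterologous ssDNA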
# Target sequence (Q06609 whole entry, looked up): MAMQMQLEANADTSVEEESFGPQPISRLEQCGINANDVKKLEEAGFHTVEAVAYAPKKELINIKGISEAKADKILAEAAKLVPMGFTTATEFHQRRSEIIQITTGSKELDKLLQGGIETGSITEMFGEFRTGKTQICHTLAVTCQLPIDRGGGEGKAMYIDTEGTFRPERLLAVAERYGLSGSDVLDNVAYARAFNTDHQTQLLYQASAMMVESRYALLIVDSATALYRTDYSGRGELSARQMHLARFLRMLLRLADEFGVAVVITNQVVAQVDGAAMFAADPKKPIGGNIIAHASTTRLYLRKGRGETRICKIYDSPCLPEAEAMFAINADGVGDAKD
#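 System: human Rad51 nucleoprotein filaments preassembled on unlabelled ssDNA. Reagent: labelled 47-mer dsDNA for strand exchange. Schedule: 30-min compound preincubation and 15-min exchange, both room temperature. Measured by: FRET fluorescence dequenching, excitation 485 nm, emission 520 nm. Read-out: Fluorescence-based percent inhibition, control- and blank-normalised. Benchmarks: plate controls and plate blanks.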
# Calpain2 inh: blocks pig calpain II enzyme activity; inhibition, % at 16 µM; AID 1236; 0.37% of 220,000 active; purified calpain II, fluorogenic peptide substrate, 30 min;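 active = inhibition above about 50%, limit read from the data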
# eIF4E 4G PPI: inhibitors of eIF4E and eIF4G interaction in translation initiation | P63073+Q04637 | 0.37% of 220,000 active | TR-FRET eIF4E-eIF4GI(517-606) binding, 2 h | inhibition, % at 21.7 µM;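 active = inhibition above about 30%, limit read from the data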;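 also: 0% = full FRET control wells and 100% = background wells lacking eIF4GI fragment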
# Hck Nef HTS: human Hck-Nef kinase inhibition. P08631. Recombinant Hck-YEEI plus Nef, Z-Lyte FRET kinase assay. inhibition, % at 20 µM. 0.68% of 220,000 active;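 active = Hck-Nef kinase inhibition above about 50%, limit read from the data; inactive = inhibition below that limit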;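 also: 0% = DMSO with Hck plus Nef and 100% = Hck alone without Nef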
# zVAD death inh: blocks zVAD induced death of L929 cells; L929 zVAD necroptosis rescue, ATP luminescence, 24 h; with zVAD 60 µM; viability rescue, % at 10 µM; 0.38% of 220,000 active;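 active = activation, scaled between plate controls, above about 75%, limit read from the data; inactive = activation under that limit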;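 also: 0% = zVAD with DMSO and 100% = DMSO alone without zVAD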
# EP2 modulator: EP2 receptor (human) modulation | P43116 | EP2-expressing cells, cAMP HTRF FRET, PGE2 co-stimulation | induction, % at 25 µM | 0.83% of 260,000 active | AID 940;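 active = compounds whose cAMP rise, as percent of the full-agonist control response, exceeds 60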;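 also: rat C6 glioma line stably carrying human EP2 under a CMV promoter; the protocol text gives 20 µM as final concentration; 100% = response of wells given 1 µM PGE2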
# Target sequence (P43116 whole entry, looked up): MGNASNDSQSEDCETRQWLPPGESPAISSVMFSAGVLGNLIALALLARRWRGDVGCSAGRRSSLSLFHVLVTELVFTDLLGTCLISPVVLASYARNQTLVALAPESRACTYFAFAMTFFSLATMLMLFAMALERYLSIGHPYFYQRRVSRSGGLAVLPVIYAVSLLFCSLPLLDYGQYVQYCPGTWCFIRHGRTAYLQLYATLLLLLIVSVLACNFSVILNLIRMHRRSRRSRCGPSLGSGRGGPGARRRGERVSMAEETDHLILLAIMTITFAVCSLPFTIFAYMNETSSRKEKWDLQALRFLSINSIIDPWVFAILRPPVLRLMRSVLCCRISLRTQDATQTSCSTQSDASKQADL
# EP2 antag: blocks the human prostaglandin E2 receptor EP2. 0.52% of 260,000 active. inhibition, % at 25 µM. P43116. C6 glioma cells expressing human EP2, cAMP TR-FRET; cells stimulated with saturating PGE2;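 active = percent inhibition above 40 after rounding to a whole number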;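 also: rat C6 glioma host cells with rolipram phosphodiesterase inhibitor present; the protocol text gives 20 µM as final concentration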
# 14-3-3 Bad PPI: disrupts binding of bovine 14-3-3 zeta to phospho-Bad peptide | 0.71% of 220,000 active | TR-FRET 14-3-3zeta/Dy647-pBad peptide displacement, 1 h | inhibition, % at 21.7 µM | P63103;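 active = inhibition above about 70%, limit read from the data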;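 also: 0% = full 14-3-3 plus peptide FRET controls and 100% = background without 14-3-3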
# Target sequence (P63103 whole entry, looked up): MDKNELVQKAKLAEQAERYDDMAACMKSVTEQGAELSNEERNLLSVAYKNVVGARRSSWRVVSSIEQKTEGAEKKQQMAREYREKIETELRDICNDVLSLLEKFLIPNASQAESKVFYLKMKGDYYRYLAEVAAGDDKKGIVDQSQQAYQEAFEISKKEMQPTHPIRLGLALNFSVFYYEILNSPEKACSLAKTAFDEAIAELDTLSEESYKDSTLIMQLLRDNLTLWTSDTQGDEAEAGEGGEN
# The depositor's hits bear a star; x = not tested or not shown; [ ] = dose if it differs, or a comment. Not all compounds are listed; the hit share may differ from the screen's.
SMILES,TbHK1 inh,Rad51 HR inh,Calpain2 inh,eIF4E 4G PPI,Hck Nef HTS,zVAD death inh,EP2 modulator,EP2 antag,14-3-3 Bad PPI
COc1ccc(/C=N/Nc2nncc3ccccc23)cc1,-19,-6,3,6,5,4.3,-23,9,7
CCOC(=O)C(NC(C)=O)(NS(=O)(=O)c1ccccc1)C(F)(F)F (stereo not given),0,8,12,4[fluorescence artefact?],7,-0.8,26,6,-6[fluorescence artefact?]
CCc1ccc2[nH]cc(C(=O)N3CCCCCC3)c(=O)c2c1,-10,-3,-7,-1,0,-0.1,12,7,4
Cc1cccc(CN2CCN(CC(=O)NCCCN3CCCC3=O)C2=O)c1,4,8,-11,-10,-11,-0.8,11,9,-12
Cc1c(CCO)sc[n+]1CC(=O)OC12CC3CC(CC(C3)C1)C2,15,x,-2,2,3,0.6,-8,8,-6[fluorescence artefact?]
CC(=O)N1CC(=O)N=C1SCC(=O)Nc1nc(-c2ccccc2)c(-c2ccccc2)s1,-6,14,-36,16,5,0.4,5,16,-26
COc1ccccc1N1CCN(C(=O)CCNS(=O)(=O)c2ccc3c(c2)CCC(=O)N3)CC1,3,4,-3,-1,17,0.6,2,4,-3
C=CCNC(=O)c1ccccc1S(=O)c1ccccc1C#N (stereo not given),-3,-2,-12,5,0,0.3,21,11,-2[fluorescence artefact?]
Cc1ccc(/C=C/C(=O)c2ccccc2O)cc1,-10,11,15,7,8,0.3,4,7,3
O=C(COc1cc(O)c2c(=O)cc(-c3ccccc3)oc2c1)c1ccc(F)cc1,-9,3,35,-10,48,0.4,-7,11,24
O=C1c2cccc3c(Cl)ccc(c23)C(=O)N1O,-26,0,-25,3,2,-0.1,-34,17,3
N#Cc1ccccc1CSc1nc(N2CCCCC2)nc(N2CCCCC2)n1,-2,2,2,4,3,0.6,25,9,9
CC(Cc1ccccc1)C(=O)N[C@@H](CO)Cc1ccccc1 (stereo not given in full),-2,4,7,8[fluorescence artefact?],-6,0.6,14,13,-5
CCN(CC)C(=O)CSc1nnc(CNc2ccc(F)cc2)n1Cc1ccco1,2,4,0,-1,0,0.2,27,12,6
O=C1CSC(c2cccnc2)N1CC1CC1 (stereo not given),-7,8,-14,-5,14,-0.3,12,3,2
C[C@@H](C(=O)O)[C@@H]1C[C@@]1(C)[C@@H](NC(=O)OCc1ccccc1)c1ccccc1,1,9,7,0[fluorescence artefact?],-2,2.9,28,6,-3[fluorescence artefact?]
Cc1cccc(-c2nc(C#N)c(NCC3CCCO3)o2)c1 (stereo not given),-18,7,-183,1,9,2.6,-42,11,-2
Cc1ccc(C2=NC(C(F)(F)F)(C(F)(F)F)c3c(n(-c4ccc(F)cc4)c(=O)[nH]c3=O)N2)cc1,-13,x,-15,2,6,0.3,-17,13,7
S=c1[nH]nc(-c2ccccn2)n1/N=C/c1ccc(-c2ccccc2Br)o1,-12,0,30,1,6,2.8,26,26,-11
Cn1c(=O)cc(SCC(=O)NCc2ccco2)c2ccccc21,-14,3,12,0,3,1.9,17,6,-17
Cc1ccc(/C=C/S(=O)(=O)Nc2ccc(C)cc2)cc1,2,4,-10,0,22,0.4,-55,7,-15
O=C(CN1C(=O)/C(=C/c2ccccc2)SC1=S)Nc1ncc(Cc2ccccc2)s1,-13,x,-82,-17,-1,0.4,-1,x,-4
Cc1c(NC(=O)C(C)N2C(=O)C3CCCCC3C2=O)c(=O)n(-c2ccccc2)n1C (stereo not given),6,21,11,-2,-49,1.1,10,6,4
O=C1NC(c2ccc(-c3ccccc3[N+](=O)[O-])o2)C(C(=O)c2ccc(F)cc2)C(O)(C(F)(F)F)N1 (stereo not given),-5,24,7,0,1,0.3,9,5,0[fluorescence artefact?]
CCNC(=O)COC(=O)/C=C/c1ccccc1[N+](=O)[O-],-10,3,-44,2,2,-0.3,19,13,8
CCCN(CCC)C1=N/C(=C\c2ccco2)C(=O)N1c1ccccc1,-6,-3,-7,-1,37,0.3,46,17,-7
Cc1c(CN2CCC(CO)(CCOc3ccccc3)CC2)[nH]c2c(Cl)cccc12,18,2,-17,1,28,3.5,-70,9,-4
O=C(c1ccccc1)c1nc2c(n1O)CCCCC2,-13,-125,-11,-1,1,-0.5,23,8,-9
O=Nc1c(O)n(Cc2ccc(Cl)c(Cl)c2)c2ccccc12,12,6,-8,-6,0,-0.2,45,10,-13[fluorescence artefact?]
C/C(=N\OCC(=O)Nc1ccc(Br)cc1)c1cccs1,6,0,47,0,-6,-0.1,-33,-1,-5
CCC(=O)N1CCc2cc(Br)cc(S(=O)(=O)NCc3ccco3)c21,0,-8,9,-4,2,1.3,-3,4,-13
CCN(C(=O)Cc1c(C(=O)O)[nH]c2ccccc12)c1ccc(OC)cc1,1,1,-9,0,17,0.6,15,7,-7
CC(C)c1nc2sc3c(=S)nc[nH]c3c2c2c1CCC2,-9,x,-9,-6,21,0.0,30,14,-5
COC(=O)c1c(NC(=O)Nc2ccc(Cl)cc2)sc(C)c1C,-9,x,-24,-15,1,0.1,35,x,-6
O=C(Nc1cccc(OC(=O)c2cccnc2)c1)c1cccnc1,1,-2,-26,2,0,-0.2,4,20,-2
CCn1c(SCc2nc3ccccc3c(=O)[nH]2)nc2ccccc21,-4,4,7,3,-3,2.4,-7,0,-6
COc1ccc(Nc2nnc(SCc3cc(=O)n4ccsc4n3)s2)cc1,-24,5,-46,-7,2,3.0,-6,11,5
CC(C)Cn1c(N)c(C(=O)CSc2ncnc3sc4c(c23)CCCC4)c(=O)n(C)c1=O,2,5,-19,21,14,1.5,13,2,26
O=C(NNC(=O)c1ccccn1)c1cccc([N+](=O)[O-])c1,-1,0,-2,-5,22,0.1,22,6,-3
COc1ccc(-c2nnc(SCC(=O)c3ccco3)n2-c2ccccc2)cc1,-1,-5,-22,3,0,0.3,-3,1,0

# In the list so far, these have bromine:
SMILES,TbHK1 inh,Rad51 HR inh,Calpain2 inh,eIF4E 4G PPI,Hck Nef HTS,zVAD death inh,EP2 modulator,EP2 antag,14-3-3 Bad PPI
S=c1[nH]nc(-c2ccccn2)n1/N=C/c1ccc(-c2ccccc2Br)o1,-12,0,30,1,6,2.8,26,26,-11
C/C(=N\OCC(=O)Nc1ccc(Br)cc1)c1cccs1,6,0,47,0,-6,-0.1,-33,-1,-5
CCC(=O)N1CCc2cc(Br)cc(S(=O)(=O)NCc3ccco3)c21,0,-8,9,-4,2,1.3,-3,4,-13

# Record cards (already shown). Values in the order: TbHK1 inh	Rad51 HR inh	Calpain2 inh	eIF4E 4G PPI	Hck Nef HTS	zVAD death inh	EP2 modulator	EP2 antag	14-3-3 Bad PPI
# Entry for Cc1c(CN2CCC(CO)(CCOc3ccccc3)CC2)[nH]c2c(Cl)cccc12 : 18	2	-17	1	28	3.5	-70	9	-4
# Entry for CC(C)Cn1c(N)c(C(=O)CSc2ncnc3sc4c(c23)CCCC4)c(=O)n(C)c1=O : 2	5	-19	21	14	1.5	13	2	26
# Entry for Cc1ccc(/C=C/S(=O)(=O)Nc2ccc(C)cc2)cc1 : 2	4	-10	0	22	0.4	-55	7	-15
# Entry for COc1ccc(-c2nnc(SCC(=O)c3ccco3)n2-c2ccccc2)cc1 : -1	-5	-22	3	0	0.3	-3	1	0
# Entry for COc1ccc(Nc2nnc(SCc3cc(=O)n4ccsc4n3)s2)cc1 : -24	5	-46	-7	2	3.0	-6	11	5

# More structures.
SMILES,TbHK1 inh,Rad51 HR inh,Calpain2 inh,eIF4E 4G PPI,Hck Nef HTS,zVAD death inh,EP2 modulator,EP2 antag,14-3-3 Bad PPI
COc1ccccc1CNS(=O)(=O)c1c(C)noc1C,0,-1,1,-2,1,-0.2,17,10,-10[fluorescence artefact?]
Cc1ccccc1NN=Nc1nc2c([nH]1)c(=O)n(C)c(=O)n2C,-3,-1,-10,9,-3,1.6,0,6,-22
CCn1cc([N+](=O)[O-])c(C(=O)Nc2ccn(Cc3ccccc3F)n2)n1,-7,-2,-18,-2,0,-0.3,31,0,3[fluorescence artefact?]
Cc1cc(=O)[nH]c(-n2nc(C)c(Oc3ccccc3O)c2C)n1,5,-6,-32,3,8,0.0,16,15,5[fluorescence artefact?]
CC1CCN(CCCn2c(SCC(=O)Nc3ccccc3Cl)nc3ccccc3c2=O)CC1,11,1,29,3,19,-1.1,-38,7,4
CN(Cc1cnccn1)Cc1nc(Cc2ccccc2F)no1,-5,x,-5,2,-2,0.0,-12,0,-7
COc1ccc(C2CC(c3ccc(Cl)cc3)=NN2C(=O)c2cccc([N+](=O)[O-])c2)cc1 (stereo not given),-10,8,-7,0,1,1.3,17,6,-1[fluorescence artefact?]
CCOC(=O)C1(Cc2ccc(OC)cc2)CCN(C(=O)[C@@H]2CCCN2C(C)=O)CC1,-12,x,-15,-1,16,-0.5,9,8,-3
CCCC1C(C#N)=C(N)Oc2n[nH]c(C(C)(C)C)c21 (stereo not given),-1,-12,-20,2,-3,-0.3,-23,21,2
COc1ccc(OCc2ccc(C(=O)NN)cc2)cc1,-3,-5,-8,-3,5,-0.3,-36,4,-12
COc1ccc(OC)c2[nH]c(=O)c(CCNC(C)=O)cc12,-3,0,-13,4,0,1.6,-6,10,7
Clc1ccc(CN2CCN(c3ncnc4scc(-c5cccs5)c34)CC2)cc1,5,-7,22,-14,-20,11,12,9,-8
CC(c1ccccc1)N1CC(C(=O)O)CC1=O (stereo not given),-1,1,8,1,1,0.9,21,0,4
CC(=O)NCC(=O)N[C@@H](CC(=O)OCc1ccccc1)C(=O)OCc1ccccc1,-9,-2,-14,-3,11,-0.5,-5,5,-4
Cc1nc(Cl)c(C(=O)NCc2ccccc2)c(C)c1Cl,-7,x,-13,1,3,-0.7,11,8,-1
O=C(Nc1ccc(Cl)cc1C(=O)N1CCOCC1)c1ccco1,1,0,-20,-1,10,-1.2,15,8,-1
CN(c1cccc(NC(=O)CN(c2cccc(F)c2)S(C)(=O)=O)c1)S(C)(=O)=O,-5,0,-7,0,4,1.7,-17,6,-3
COc1ccccc1N1CCN(C(=O)CSc2nc3ncnc(N)c3[nH]2)CC1,0,0,-4,2,9,-0.8,15,23,24
S=C(NCCc1ccccc1)Nc1ccccn1,2,-5,0,9[fluorescence artefact?],5,0.6,-4,1,-22
CCCCN1C(=O)CC(C(=O)OCC)=C1C,-13,-6,20,0,10,0.0,3,7,6
COC(=O)c1ccc(C23CC4(C2)[C@H](CN(Cc2cccnc2)[C@@H]4c2ccccc2)C3c2ccc(C(F)(F)F)cc2)cc1 (stereo not given in full),-8,3,0,-4,14,-0.5,14,26,4
CC1C(=O)C(C)(C)C(=O)OC1c1ccccc1 (stereo not given),3,x,0,0,10,-0.9,0,11,2
COC(=O)Nc1ccc(Cn2cc(C(F)(F)F)ccc2=O)cc1,-2,6,5,2,19,0.2,16,4,-10
Cc1cc(C(=O)O)ccc1-n1c(C)cc(/C=C(/C#N)C(=O)Nc2ccccc2)c1C,-24,x,59*,5,4,-0.6,-24,2,3
CCOC(=O)c1sc2nc3n(c(=O)c2c1C)CCC3,-2,1,-8,19[fluorescence artefact?],6,0.1,22,6,-4
O=C(O)c1cccc2c1C(=O)N(Cc1ccncc1)C2,2,-10,-81,-3[fluorescence artefact?],2,0.4,5,5,17
COC(=O)COc1cc(Br)c(/C=C2/SC(=O)N(CC(=O)N3CCCC3)C2=O)cc1OC,-25,0,-15,-4,2,0.2,-12,10,4
COc1ccccc1C(=O)NCc1n[nH]c(=S)n1Cc1ccccc1,-1,10,-34,-2,26,5.3,18,1,-20
COc1ccccc1OCC(=O)Nc1nc(-c2ccc(S(=O)(=O)N3CCOCC3)cc2)cs1,-4,-4,-30,3,4,1.4,19,8,-2
N/C(=N\OC(=O)Cc1cccs1)c1ccc(Br)cc1,1,x,-15,-1,6,1.4,26,11,0
O=C(CSc1nnc(-c2ccncc2)o1)N1CCCCCC1,-4,-2,-25,-3,23,76*,41,5,-5

# Screening data deposited in PubChem by several laboratories.
